# Screening data deposited in PubChem BioAssay by several laboratories.
# CYP2C9 inhib: blocks human cytochrome P450 2C9 | CYP2C9 Supersomes, luciferin-H conversion, luminescence | inhibition, % at 5 µM | 20% of 96,000 active;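 active = blocking of liver enzyme CYP2C9 beyond about 50% at 5 µM, limit read from the data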; also: values of inactives mirror those of a sister screen read the other way
# CYP2C9 act: CYP2C9 (human) activation | P11712 | recombinant CYP2C9, luciferin-H conversion, luminescence; stronger effect = higher value; factor 1 = untreated enzyme, 0 = blocked | activation factor at 5 µM | 1.4% of 96,000 active | AID 1024;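 active = activation factor of 2 or more for CYP2C9 at a 5 µM dose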;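 also: 0 = sulfaphenazole-blocked wells and 1 = vehicle-only wells; values of inactives mirror those of a sister screen read the other way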
# Rev-RRE block: disrupts HIV-1 Rev binding to RRE RNA. Rev peptide-RRE RNA binding, FRET. inhibition, % at 8 µM. 0.79% of 97,000 active. AID 704;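 active = inhibition above the screen-wide mean plus 3 SD, cut at about 35% in these data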;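 also: 0% = median DMSO wells and 100% = median Neomycin B control wells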
# Target sequence (P05866 whole entry, looked up): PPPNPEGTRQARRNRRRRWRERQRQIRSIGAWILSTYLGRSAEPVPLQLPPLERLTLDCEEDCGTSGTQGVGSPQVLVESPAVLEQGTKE
#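 Test system: Cy5-tagged RRE RNA duplex with fluorescein-tagged Rev peptide | Read-out: % inhibition of FRET ratio versus controls | Probe or stimulus: Labelled Rev peptide | Incubation: 5 min RNA-compound premix plus 15 min binding step, 25 °C | Technique: FRET fluorescence readout | Benchmarks: DMSO low control, neomycin B high control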
# EphB4 antag: EphB4-ephrin-B2 interaction antagonism; P54760; EphB4 LBD / TNYL-RAW-Alexa532 peptide, fluorescence polarization; inhibition, % at 7 µM; 0.15% of 97,000 active;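 active = inhibition above the screen-wide mean inhibition plus 3 SD, cut at about 15% in these data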;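 also: 0% = DMSO wells and 100% = excess unlabeled TNYL-RAW peptide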
# PLK1 PBD inh: blocks phosphopeptide binding to human Plk1 polo box domain; 0.13% of 97,000 active; P53350; Plk1 PBD phosphopeptide binding, fluorescence polarization; inhibition, %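 (tested at about 20 µM)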; in the data active = inhibition above about 34%, passing the limit was not always enough
# PLAP activator: activates human placental alkaline phosphatase; P05187; activation fold at 20 µM; purified PLAP enzyme, luminescent substrate read-out; stronger effect = higher value; 1.2% of 96,000 active; in the data active = activation fold above about 2
# Target sequence (P05187 whole entry, looked up): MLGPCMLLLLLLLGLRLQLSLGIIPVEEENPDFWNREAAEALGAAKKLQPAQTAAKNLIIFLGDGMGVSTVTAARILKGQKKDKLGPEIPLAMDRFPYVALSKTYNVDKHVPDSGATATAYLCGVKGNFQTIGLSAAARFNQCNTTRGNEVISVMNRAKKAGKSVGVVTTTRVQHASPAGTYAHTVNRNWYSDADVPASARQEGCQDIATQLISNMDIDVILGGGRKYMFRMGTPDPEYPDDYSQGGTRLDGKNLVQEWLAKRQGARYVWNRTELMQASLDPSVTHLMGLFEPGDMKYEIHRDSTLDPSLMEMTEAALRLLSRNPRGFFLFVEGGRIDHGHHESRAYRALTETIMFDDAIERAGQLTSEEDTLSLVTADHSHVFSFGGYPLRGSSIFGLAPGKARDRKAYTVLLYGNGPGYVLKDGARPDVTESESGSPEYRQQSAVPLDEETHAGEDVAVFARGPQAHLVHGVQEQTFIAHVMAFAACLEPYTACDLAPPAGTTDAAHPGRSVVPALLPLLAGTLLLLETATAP
# PLK1 inh: blocks human PLK1 kinase activity. recombinant PLK1 kinase, TR-FRET peptide phosphorylation. inhibition, % at 10 µM. 0.53% of 97,000 active. AID 619;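 active = inhibition of 50% or more in the single-concentration screen; inactive = inhibition below 50%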;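 also: 0% = DMSO max control and 100% = H-89 dihydrochloride min control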
# CYP2C19 activ: cytochrome P450 2C19 (human) activation. P33261. recombinant CYP2C19, luciferin-H EGE luminescence; stronger effect = higher value; 0 = fully inhibited enzyme, 1 = untreated enzyme. activation factor at 5 µM. 96,000 tested, under 10 active. AID 1025;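 active = activation factor of at least 2 at 5 µM in the primary screen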;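 also: 0 = wells with 2.5 mM tranylcypromine and 1 = vehicle-only wells; values of inactives mirror those of a sister screen read the other way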
# CYP2C19 inh: human CYP2C19 inhibition. P33261. CYP2C19 Supersomes, luciferin-H EGE luminescence, 30 min. inhibition, % at 5 µM. 21% of 96,000 active. AID 778;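 active = CYP2C19 inhibition above a set limit at 5 µM in the primary screen, cut at about 50% in these data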;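 also: plate controls were negative control wells for no effect and 2.5 mM tranylcypromine positive control for full effect; values of inactives mirror those of a sister screen read the other way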
# * = called active by the depositor; . = no result given. Random draw from the library (roughly 29% active in at least one column).
SMILES,CYP2C9 inhib,CYP2C9 act,Rev-RRE block,EphB4 antag,PLK1 PBD inh,PLAP activator,PLK1 inh,CYP2C19 activ,CYP2C19 inh
Cc1cccc(-c2cc3nc(C)cc(NCCCN(C)C)n3n2)c1,-18,1.2,2,6,-10,1.5,-7,1.2,-18
CC(=O)Nc1ccc(C)cc1NC(C)=O,6,0.9,5,2,8,1,1,1,-2
Cc1nc(Nc2nc(=O)c3ccccc3n2C)nc2c(C)cccc12,.,.,0,0,0,.,-5,.,.
CCCc1oc(C(=O)O)cc1CN1CCOCC1,-69,1.7,11,5,-19,1.1,-8,0.7,28
CCC(C)(C)NC(=O)C(c1ccncc1)N(Cc1cccs1)C(=O)Cn1nnc2ccccc21 (stereo unspecified),23,0.8,.,.,.,1.6,.,0.6,36
Cc1ccc(O)c(CC(C)C)n1,0,1,10,5,20,0.9,-2,1,-1
CCOC(=O)N1CCC(N(CCCOC)C(=O)Nc2cccc(OC)c2)CC1,-7,1.1,5,-2,10,1,-4,0.8,24
CSc1ccc(S(=O)(=O)N2CCCC2)cc1,.,.,2,-5,19,.,-10,.,.
CCOC(=O)C1=C(O)C(Nc2nccs2)(C(F)(F)F)N=C1C (stereo unspecified),-14,1.1,7,-2,2,0.9,-14,0.8,16
CNC(=O)Nc1cc(C(C)(C)C)no1,8,0.9,2,-3,-8,0.9,-4,0.7,32
CCn1c(C)c(C(C)=O)c(N2CCN(c3ccc(F)cc3)CC2)nc1=S,-5,1,3,-4,14,1.1,-15,1,3
O=C(CN1CCCCCC1=O)OCc1ncc(-c2ccccc2)o1,10,0.9,5,8,-7,1.4,2,0.6,40
CC(C)c1ccc(N2C(=O)CC(Sc3ncn[nH]3)C2=O)cc1 (stereo unspecified),2,1,19,4,-5,1.1,-1,0.9,10
Cc1nc2nc(C)c(CCC(=O)NCc3ccc4c(c3)OCO4)c(C)n2n1,6,0.9,2,-4,-13,1.1,-1,1.1,-11
CCc1nnc(NC(=O)CCN2C(=O)c3ccccc3S2(=O)=O)s1,-11,1.1,-1,-5,11,1,-8,1.1,-10

# Some of the entries so far, as tab-separated lines.
SMILES	CYP2C9 inhib	CYP2C9 act	Rev-RRE block	EphB4 antag	PLK1 PBD inh	PLAP activator	PLK1 inh	CYP2C19 activ	CYP2C19 inh
CNC(=O)Nc1cc(C(C)(C)C)no1	8	0.9	2	-3	-8	0.9	-4	0.7	32
CCn1c(C)c(C(C)=O)c(N2CCN(c3ccc(F)cc3)CC2)nc1=S	-5	1	3	-4	14	1.1	-15	1	3
O=C(CN1CCCCCC1=O)OCc1ncc(-c2ccccc2)o1	10	0.9	5	8	-7	1.4	2	0.6	40

# Carrying on.
SMILES,CYP2C9 inhib,CYP2C9 act,Rev-RRE block,EphB4 antag,PLK1 PBD inh,PLAP activator,PLK1 inh,CYP2C19 activ,CYP2C19 inh
COc1ccccc1NC(=O)CN1CCN(C(=O)c2ccco2)CC1,.,.,-2,-3,0,.,-11,.,.
COc1cccc(CN(Cc2ccco2)S(=O)(=O)c2ccc(S(=O)(=O)NCc3ccccc3)cc2)c1OC,.,.,15,6,-10,.,-19,.,.
Cc1ccc2c(c1)C(O)(CC(=O)c1cccnc1)C(=O)N2 (stereo unspecified),8,0.9,8,-3,16,0.8,-8,0.9,10
O=C(CC1Sc2ccccc2NC1=O)OCC(=O)N1CCc2ccccc21 (stereo unspecified),-55,1.5,8,7,-15,1,-5,1,2
Cc1nnc(SCC(=O)Nc2ncc3c(n2)CC(c2ccccc2)CC3=O)s1 (stereo unspecified),28,0.7,9,6,1,0.9,5,1,1
COc1ccc(OCC(=O)Nc2cccc(-c3nc4ccccc4[nH]3)c2)cc1,94*,0.1,6,-4,9,1.1,-5,0.4,65*
O=C(NC1CCCCC1)C1CC(=O)N(c2ccc(Cl)cc2)C1 (stereo unspecified),-1,1,0,-2,11,0.9,-7,0.8,18
Cc1cc(Cl)ccc1NC(=O)CSc1nnc(-c2ccncc2)n1Cc1ccco1,90*,0.1,4,7,7,1.8,-8,0.1,86*
CCOC(=O)c1nnc(-c2cccs2)nc1Oc1ccc(Cl)cc1,16,0.8,10,5,9,0.9,-5,1,0
Cc1cc(C2C(C#N)=C(N)Oc3n[nH]c(C)c32)c(C)s1 (stereo unspecified),3,1,3,-1,-15,1.2,25,0.9,10
O=C1c2ccccc2CN1CCNS(=O)(=O)c1ccc(Cl)cc1,-3,1,3,-3,-11,0.8,2,0.6,40
C=CCc1c(C)nc(SC)nc1Nc1ccc(C(=O)O)cc1,-16,1.2,3,5,-13,1.1,-11,1.2,-15
C=CCN(C(=O)c1cccc(S(=O)(=O)N2CCN(C)CC2)c1)c1nc(-c2ccccc2)cs1,77*,0.2,-5,-2,-22,1.7,-9,0.2,79*
O=C(CCSc1ccccc1)Nc1nccs1,37,0.6,9,3,-6,0.8,-2,0.4,62*
O=C(CCn1c(=O)c2ccccc2n(Cc2ccccc2)c1=O)NCc1ccc2c(c1)OCO2,34,0.7,4,1,14,1,-4,0.5,52*
CC(C)c1ccc(OCc2nc(-c3ccccn3)no2)c(Br)c1,37,0.6,14,4,-5,0.9,-4,0.7,34
Cc1ccc(-c2cc(C(=O)NCc3ccco3)c3ccccc3n2)o1,15,0.8,6,0,-3,1.1,-9,1.1,-6
COC(=O)COc1ccc(S(=O)(=O)Nc2ccc(C(N)=O)cc2)cc1C,55*,0.5,7,-4,-3,1,-8,0.8,20
CC1(C)NC(=O)N(CC(=O)O)C1=O,-10,1.1,4,1,9,0.8,-6,0.9,7
CCOc1ccc(-n2c(SCC(=O)NCc3ccco3)nnc2-c2c[nH]c3ccccc23)cc1,60*,0.4,3,4,-7,1.1,-16,0.9,7
Cc1cc(C)n(CC(O)COCc2ccco2)n1 (stereo unspecified),-4,1,6,-4,-17,1.2,-3,0.7,29
COc1ccc2c(c1)c(C(=O)N1CCN(C)CC1)c(C)n2-c1ccccc1,3,1,0,-1,3,1.4,-1,0.8,19
CC(C)(C(=O)c1ccccc1)/[N+]([O-])=C/c1ccccc1F,.,.,4,1,-12,.,-5,.,.
COc1ccc(/C=N/NS(=O)(=O)c2ccc(C)cc2)cc1OC(=O)c1ccc(C)cc1,88*,0.1,2,1,-13,1.9,-18,1,4
O=C(CN1C2=NCCCN2c2ccccc21)c1ccc(Br)s1,7,0.9,-2,-4,0,1.2,23,0.8,18
COc1ccc(NC(=O)C2C3C=CC(C3)C2C(=O)NCc2ccco2)cc1 (stereo unspecified),37,0.6,1,-3,15,1.2,-13,0.3,67*
Cc1csc(C(C#N)C(=O)c2ccc(S(=O)(=O)N3CCCC3)cc2)n1 (stereo unspecified),72*,0.3,4,2,19,1.2,-9,0.8,22
O=S1(=O)N=C(Nc2nc3c(s2)CCCC3)c2ccccc21,.,.,1,-2,17,.,-12,.,.
Cc1nn(C(CC(=O)O)C(=O)O)c(C)c1Br (stereo unspecified),.,.,4,-1,-5,.,-9,.,.
COc1ccc(/C(C)=N\n2cnnc2)cc1,-22,1.2,.,.,.,0.8,.,1.1,-8
CC(NS(=O)(=O)c1ccc(Cl)cc1)C(c1cccs1)N1CCN(C)CC1 (stereo unspecified),.,.,-2,2,-2,.,-13,.,.
CCCc1cc(=O)n2[nH]c(-c3ccc(OC)cc3)nc2n1,15,0.8,8,2,10,0.8,-12,0.9,5
CCOC(=O)c1ccc(S(=O)(=O)N2CCN(CC(=O)NC(=O)NC(C)(C)C)CC2)cc1,72*,0.3,3,-2,-7,1.8,-14,1.1,-8
O=C(CCc1ccccc1)Nc1nc2ccc(S(=O)(=O)N3CCOCC3)cc2s1,33,0.7,1,-8,37,1.2,-12,1,0
COc1ccc(C)cc1NC(=O)CCCN1C(=O)CCC1=O,-12,1.1,7,4,-14,0.8,6,0.9,8
O=C(Nc1ccc2nn(-c3ccccc3)nc2c1)c1cccnc1,43,0.6,4,0,7,1.4,-11,0.8,21
CCOC(=O)c1ccc(N/C(=N\S(=O)(=O)c2ccccc2C)c2ccccc2)cc1,31,0.7,10,-6,-2,1.3,2,0.8,23
CSC1=N/C(=C\c2ccc(C)o2)C(=O)S1,41,0.6,4,1,-10,1,42,0.6,44
O=C(c1ccccc1)c1nn(-c2ccc(Cl)cc2)cc1C(=O)c1cc2ccccc2oc1=O,67*,0.3,7,1,-2,1.3,-59,0.7,26
Cc1sc(NC(=O)C2CC=CCC2C(=O)O)c(C(=O)OC(C)C)c1C (stereo unspecified),54*,0.5,-4,-1,8,1.2,-4,1,2
COc1ccccc1S(=O)(=O)Cc1ccc(C(=O)NC(C)c2ccc3c(c2)OCCO3)o1 (stereo unspecified),62*,0.4,2,-1,-14,1.3,-9,0.5,52*
COc1ccc(S(=O)(=O)NC2CC(C)(C)NC(C)(C)C2)c(C)c1C,0,1,-1,4,26,1.3,9,1,-2
O=C1c2ccccc2NC(c2cnc3ccccc3n2)N1O (stereo unspecified),25,0.8,3,-2,16,0.8,17,0.8,24
N#Cc1c(N)c(C(=O)c2ccccc2)n2c1CCC2,-15,1.1,12,-1,-18,0.8,-4,0.5,51*
CCOCc1nnc(NC(=O)c2ccc(OC)cc2)s1,.,.,6,4,6,.,-9,.,.
COc1cccc(C(=O)Nc2ccc(F)c(F)c2F)c1,13,0.9,1,2,11,0.8,4,0.5,54*
COC(=O)[C@H](CCSC)NC(=O)Nc1ccc(C)cc1,12,0.9,5,-4,5,0.8,-2,0.4,60*
O=C(Nc1ncc(Cc2cccc(Cl)c2)s1)C1CCCO1 (stereo unspecified),35,0.6,-1,-9,4,1.1,-5,0.6,39
Cc1cc(NCc2ccco2)n2c(nc3ccccc32)c1C#N,20,0.8,10,3,9,0.9,-2,1,0
CCOC(=O)c1c(C)oc2ccc(NS(=O)(=O)c3ccc4c5c(cccc35)C(=O)N4)cc12,.,.,-1,1,-11,.,-7,.,.
Cc1ccnc(N2CCC(C(=O)Nc3nnc(C)s3)CC2)n1,-5,1.1,5,-1,-5,0.9,-1,1,5
O=C(NCc1ccccn1)C1CCN(S(=O)(=O)N2CCCC2)CC1,-1,1,.,.,.,1,.,1.1,-6
Cc1cccn2c(=O)c3cc(C#N)c(=N)n(CC4CCCO4)c3nc12 (stereo unspecified),.,.,6,-1,-17,.,-4,.,.
CCCNS(=O)(=O)c1ccc(CCC(=O)N2CCC(C)CC2)cc1,52*,0.5,-2,3,6,1.2,-3,0.2,82*
N#Cc1ccccc1CSc1nc(O)cc(=O)[nH]1,-10,1.1,7,-2,-16,0.8,-6,1,0
CCSc1ccccc1C(=O)Nc1cccnc1,.,.,9,4,6,.,9,.,.
O=[N+]([O-])c1ccc(Sc2cccc3cccnc23)c([N+](=O)[O-])c1,23,0.8,2,-1,15,1,24,0.9,8
COc1cc(-c2nc(-c3ccccc3)c(-c3cc([N+](=O)[O-])ccc3C)[nH]2)cc(OC)c1OC,.,.,-2,-6,21,.,-12,.,.
COc1ccc(C2CC(=O)c3cnc(Nc4cc(C)cc(C)c4)nc3C2)cc1 (stereo unspecified),23,0.8,0,0,11,1.2,-2,0.8,18
Cc1cc2nc(C)c(Cc3ccccc3)c(=O)n2[nH]1,-125,2.3*,4,-3,-7,1,3,0.9,6
Cc1cccc(NC(=O)CCNS(=O)(=O)c2cccc3nsnc23)c1,18,0.8,.,.,.,0.7,.,0.3,67*
Cc1nc(SCC(=O)c2ccc(F)cc2)c([N+](=O)[O-])[nH]1,34,0.7,3,-1,9,1.1,-7,0.7,28
